HT1080NT lethal = kills 2HG-producing HT-1080-NT fibrosarcoma cells; 1.6% of 360,000 active; Potency, µM (titrated, usually from 46.1 µM), for inactives: top-dose activity, negative = less viability, most hits filed as cytotoxic; HT-1080-NT fibrosarcoma viability, CellTiter-Glo ATP luminescence, 48 h;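 further: NT is the 2HG producing partner of a matched IDH1 knockdown line; potency means the concentration at half of the fitted maximal effect; 0% = DMSO-treated cells and -100% = media-only wells without cells; nearly all actives have a fitted effect of over 55% in size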
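Compounds were tested in concentration-response format on HT-1080-NT cells for 48 hours at 37 degrees C. Cell viability came from CellTiter-Glo luminescence; curves were classified by r2, response magnitude and activity.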
DRD3 antagonist = blocks the human D3 dopamine receptor | D3R cells, DiscoveRx beta-arrestin luminescence, antagonist mode; active compounds read low | max response, negative = inhibition, % | 2.5% of 360,000 active | P35462; in the data active means max response below about -50%; inconclusive means no clear call, values can overlap the other calls; further: on the % scale 0 is the no-effect control and ±100 the full control effect; mostly tested at two doses, the higher about 12 µM
Target sequence (P35462 whole entry, looked up): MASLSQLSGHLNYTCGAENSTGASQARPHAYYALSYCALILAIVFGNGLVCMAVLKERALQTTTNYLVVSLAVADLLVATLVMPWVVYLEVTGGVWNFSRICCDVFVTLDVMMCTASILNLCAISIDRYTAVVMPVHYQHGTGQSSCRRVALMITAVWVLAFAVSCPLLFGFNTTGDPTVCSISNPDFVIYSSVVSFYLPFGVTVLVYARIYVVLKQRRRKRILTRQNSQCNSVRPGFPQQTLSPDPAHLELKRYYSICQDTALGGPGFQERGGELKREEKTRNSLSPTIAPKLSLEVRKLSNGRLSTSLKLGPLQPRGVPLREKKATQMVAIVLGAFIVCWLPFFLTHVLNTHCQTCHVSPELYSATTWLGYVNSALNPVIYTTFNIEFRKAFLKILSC
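Cells plated overnight at 1500 cells/well, then exposed to library compounds with dopamine controls for 90 minutes at 37 degrees C. DiscoveRx reagent added for 30–60 minutes at room temperature; luminescence read, quantitative HTS format.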
KB-V1 cytotox = KB-V1 MDR subline cytotoxicity; KB-V1 MDR cells viability, CellTiter-Glo, 72 h; Potency, µM (top dose mostly 46.1 µM), for the others: at the highest dose activity change, negative = cytotoxicity, most hits filed as cytotoxic; 3.4% of 400,000 active; AID 1347076; further: potency means the concentration at half of the fitted maximal effect; on the % scale 0 is the no-effect control and ±100 the full control effect; nearly all actives have a fitted effect of over 60% in size
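qHTS viability screen in drug-selected KB-V1 MDR cells: 72 h compound treatment at 37 degrees C, ATP luminescence end point.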
IL1B secr inh = blocks inflammasome-driven IL-1 beta release; THP-1 LPS/ATP IL-1B secretion, AlphaLISA, 16 h; active compounds read low; activity change, % at 57.5 µM; 4.7% of 360,000 active; in the data active means activity change below about -50%; inconclusive means mostly about -30% to -49%; further: on the % scale 0 is the no-effect control and ±100 the full control effect
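THP-1 cells pretreated 1 hr with compounds (up to 57.5 uM final), then stimulated with LPS (250 ng/mL final) plus ATP (1.25 mM final); secreted IL-1B measured by AlphaLISA after 16 hr, decreased signal indicating inhibition.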
D3 ag = agonists of human D3 dopamine receptor; D3R DiscoveRx beta-arrestin cells, luminescence, 90 min; max activation, %; 0.58% of 410,000 active; in the data active means max activation above about 30%; further: 0% is about no effect; mostly tested at two doses, the higher about 12 µM
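Agonist-mode cell screen: cells plated at 1500/well and incubated overnight at 37 °C, then exposed to library compounds for 90 min at 37 °C. Detection reagent was added for 30–60 min at room temperature, and luminescence was read.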
KB-3-1 cytotox = kills parental KB-3-1 adenocarcinoma cells; KB-3-1 viability, CellTiter-Glo ATP luminescence, 72 h; 1.4% of 400,000 active; Potency, µM (series often up to 46.1 µM), without a hit: at the top dose activity change, negative = cytotoxic, actives largely listed as cytotoxic; further: potency means the concentration at half of the fitted maximal effect; on the % scale 0 is the no-effect control and ±100 the full control effect; nearly all actives have a fitted effect of over 60% in size
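Screening of KB-3-1 cells (DMEM, 10% FBS, phenol-red free) ran from lowest to highest compound concentration; after 72 h at 37 °C viability was read luminescently and curves fitted.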
GLP1R ag = agonists of human GLP-1 receptor; 0.007% of 380,000 active; Potency, µM (doses to about 45.6 µM), for the others: at the highest dose activation, most hits filed as activators; HEK293 GLP-1R CRE-luciferase, luminescence, 4-6 h; cells express a hypersensitive GLP-1R form; AID 624172; further: potency means the concentration at half of the fitted maximal effect; % of control where 0% means no effect
Target sequence (P43220 whole entry, looked up): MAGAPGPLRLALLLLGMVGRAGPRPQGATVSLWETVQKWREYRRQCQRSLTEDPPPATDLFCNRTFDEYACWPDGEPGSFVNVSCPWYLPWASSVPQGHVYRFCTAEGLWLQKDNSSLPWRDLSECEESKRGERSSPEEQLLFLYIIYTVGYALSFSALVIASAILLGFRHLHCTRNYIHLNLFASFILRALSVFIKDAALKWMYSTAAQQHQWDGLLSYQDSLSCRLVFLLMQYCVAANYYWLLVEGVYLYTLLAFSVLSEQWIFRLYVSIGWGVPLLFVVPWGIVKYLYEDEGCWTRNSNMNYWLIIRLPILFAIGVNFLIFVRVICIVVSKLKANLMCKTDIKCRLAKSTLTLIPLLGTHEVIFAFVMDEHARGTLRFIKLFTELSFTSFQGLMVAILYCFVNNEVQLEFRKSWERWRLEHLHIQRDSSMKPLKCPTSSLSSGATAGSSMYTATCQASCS
HT1080 IDH1KD tx = toxicity to HT-1080 IDH1 knockdown cells (counter line). Potency, µM (highest dose often 46.1 µM), inactives show at the top dose activity, negative = toxicity, actives largely listed as cytotoxic. HT-1080 IDH1 knockdown viability, ATP luminescence, 48 h. 2% of 360,000 active;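 further: potency means the concentration at half of the fitted maximal effect; 0% = DMSO wells and -100% = cell-free medium wells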
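CellTiter-Glo luminescence after 48 h compound exposure at 37 degrees C of IDH1-knockdown HT-1080 cells in 5% FBS RPMI. %Activity scaled between DMSO wells and cell-free media wells, with curves fitted and assigned curve classes.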
SW480 rereplic = induces DNA re-replication in SW480 colon adenocarcinoma cells. AID 624297. 1.8% of 340,000 active. SW480 DNA re-replication, Hoechst DNA content imaging, 48 h. Potency, µM (top dose mostly 46.1 µM), without a hit: top-dose re-replication activation, actives largely listed as activators; further: potency means the concentration at half of the fitted maximal effect; % of control where 0% means no effect; nearly all actives have a fitted effect of over 55% in size
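Treated cells incubate 48 hr (37 C, 5% CO2), are stained 40 min with Hoechst, and nuclear fluorescence is enumerated; a rise in nuclei with high DNA signal marks re-replication.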
Numbers without * were called inactive; [ ] = another dose, or the depositor's remark. Unless noted, the call rests on the fitted dose curve; in most records, active means well fitted curve in the direction sought with a large enough effect; inconclusive means small, poorly fitted or top-dose-only effect, or another doubt; inactive means no such curve, though single readings can be large; an effect the other way counts as inactive or inconclusive.

Cc1ccc(-c2nn3c(C)nnc3s2)cc1NC(=O)c1ccc(-c2ccc(Cl)cc2Cl)o1 was read as HT1080NT lethal inconclusive, DRD3 antagonist 34, KB-V1 cytotox inconclusive, IL1B secr inh 21, D3 ag 24, KB-3-1 cytotox 21µM*, GLP1R ag 0%, HT1080 IDH1KD tx inconclusive and SW480 rereplic 18%.
Screening CC1CCC(C(=O)NNC(=O)c2cc(-c3ccco3)[nH]n2)CC1 (centres undefined) returned HT1080NT lethal 18%, DRD3 antagonist -10, KB-V1 cytotox 9%, IL1B secr inh -4, D3 ag -2, KB-3-1 cytotox 2%, GLP1R ag 1%, HT1080 IDH1KD tx 14% and SW480 rereplic -15%.
`O=C(NC12CC3CC(CC(C3)C1)C2)c1cncc(Br)c1` gave HT1080NT lethal -15%, DRD3 antagonist -1, KB-V1 cytotox -30%, IL1B secr inh 13, D3 ag 1, KB-3-1 cytotox 1%, GLP1R ag 5%, HT1080 IDH1KD tx -3% and SW480 rereplic inconclusive.
CCOC(=O)c1ccc2ncc3c(-c4ccccc4)nn(-c4ccc(F)c(Cl)c4)c3c2c1 was read as KB-V1 cytotox -1%, D3 ag -12, KB-3-1 cytotox -9% and GLP1R ag 0%.
For NC(N)=NCCC[C@H](NC(=O)OCc1ccccc1)C(=O)O the results were HT1080NT lethal 21%, DRD3 antagonist 29, KB-V1 cytotox inconclusive, IL1B secr inh 0, D3 ag -10, KB-3-1 cytotox 15%, GLP1R ag -2%, HT1080 IDH1KD tx 12% and SW480 rereplic 4%.
`CCOC(=O)c1cc(-c2ccccc2)nn1CC1CC(c2ccc(OC)cc2)=NO1` (centres undefined) gave HT1080NT lethal -5%, DRD3 antagonist 5, KB-V1 cytotox -4%, IL1B secr inh -6, D3 ag 10, KB-3-1 cytotox -14%, GLP1R ag 6%, HT1080 IDH1KD tx -4% and SW480 rereplic -21%.
For CCCc1cc(=O)[nH]c(SCC(=O)c2cc(C)n(CC3CCCO3)c2C)n1 (centres undefined) the results were HT1080NT lethal -2%, DRD3 antagonist -1, KB-V1 cytotox -7%, IL1B secr inh -7, D3 ag -2, KB-3-1 cytotox -7%, GLP1R ag -5%, HT1080 IDH1KD tx 0% and SW480 rereplic -3%.
Screening Cc1ccc(C)c2[nH]c(=O)c(CN(CC3CCCO3)S(=O)(=O)c3ccc4c(c3)OCCO4)cc12 (centres undefined) returned HT1080NT lethal 4%, DRD3 antagonist 27, KB-V1 cytotox 2%, IL1B secr inh -8, D3 ag 9, KB-3-1 cytotox 2%, GLP1R ag -1%, HT1080 IDH1KD tx 0% and SW480 rereplic -4%.
For CCCN1CCN(CCCNC(=O)Cn2ncc3c4ccccc4n(C)c3c2=O)CC1 the results were HT1080NT lethal -5%, DRD3 antagonist 4, KB-V1 cytotox 16%, IL1B secr inh -17, D3 ag -1, KB-3-1 cytotox 10%, GLP1R ag -7%, HT1080 IDH1KD tx -2% and SW480 rereplic -12%.
Cc1ccc2c(c1)c1c(n2C)-c2[nH]ncc2CC1 was read as HT1080NT lethal -18%, DRD3 antagonist 2, KB-V1 cytotox inconclusive, IL1B secr inh -21, D3 ag 1, KB-3-1 cytotox inconclusive, GLP1R ag 9%, HT1080 IDH1KD tx 0% and SW480 rereplic 2%.
For COCCn1c(C)cc(C(=O)COc2cccnc2[N+](=O)[O-])c1C the results were HT1080NT lethal 8%, DRD3 antagonist -3, KB-V1 cytotox inconclusive, IL1B secr inh 26, D3 ag -4, KB-3-1 cytotox inconclusive, GLP1R ag 5%, HT1080 IDH1KD tx 1% and SW480 rereplic inconclusive.
`CCc1nnc(NC(=O)CCN2C(=O)c3ccccc3C2=O)s1` gave HT1080NT lethal 8%, DRD3 antagonist -4, KB-V1 cytotox 1%, IL1B secr inh 2, D3 ag -2, KB-3-1 cytotox 7%, GLP1R ag -12%, HT1080 IDH1KD tx 5% and SW480 rereplic -5%.
COc1cc2c(cc1OC)CN(C(=O)CCN1C(=O)C3CCCCC3C1=O)CC2 (centres undefined) was read as HT1080NT lethal 3%, DRD3 antagonist 2, KB-V1 cytotox -18%, IL1B secr inh 6, D3 ag -4, KB-3-1 cytotox 7%, GLP1R ag 2%, HT1080 IDH1KD tx 6% and SW480 rereplic 23%.
For O=C(CCCCCCCC(=O)NCC1CCCO1)NCC1CCCO1 (centres undefined) the results were HT1080NT lethal 17%, DRD3 antagonist 7, KB-V1 cytotox 12%, IL1B secr inh 10, D3 ag 28, KB-3-1 cytotox -9%, GLP1R ag 0%, HT1080 IDH1KD tx 7% and SW480 rereplic 1%.
For COc1ccccc1OCc1ccc(C(=O)Nc2ccccc2F)cc1 the results were HT1080NT lethal 9%, DRD3 antagonist 8, KB-V1 cytotox 16%, IL1B secr inh -8, D3 ag 1, KB-3-1 cytotox 9%, GLP1R ag 9%, HT1080 IDH1KD tx 5% and SW480 rereplic 4%.
Screening O=C1c2ccccc2C(=O)N1S(=O)(=O)c1ccccc1 returned HT1080NT lethal 18%, DRD3 antagonist 8, KB-V1 cytotox inconclusive, IL1B secr inh 33, D3 ag -1, KB-3-1 cytotox 13%, GLP1R ag -4%, HT1080 IDH1KD tx 14% and SW480 rereplic 21%.
Cc1c(Nc2ccc(C=O)cc2)c(=O)n(-c2ccccc2)n1C was read as HT1080NT lethal 1%, DRD3 antagonist -6, KB-V1 cytotox inconclusive, IL1B secr inh 23, D3 ag 5, KB-3-1 cytotox 0%, GLP1R ag 7%, HT1080 IDH1KD tx 0% and SW480 rereplic 1%.
For CCOc1ccc(C(NC(=O)c2ccco2)c2ccc(OC)c(OC)c2)cc1 (centres undefined) the results were HT1080NT lethal 0%, DRD3 antagonist 5, KB-V1 cytotox inconclusive, IL1B secr inh 16, D3 ag 11, KB-3-1 cytotox 14%, GLP1R ag 5%, HT1080 IDH1KD tx 0% and SW480 rereplic inconclusive.
Screening O=C(c1ccc([N+](=O)[O-])cc1[N+](=O)[O-])N1CCc2ccccc21 returned HT1080NT lethal -29%, DRD3 antagonist -51*, KB-V1 cytotox -29%, IL1B secr inh 49, D3 ag -13, KB-3-1 cytotox 0%, GLP1R ag 6%, HT1080 IDH1KD tx -21% and SW480 rereplic 5%.
Cc1ccc(S(=O)(=O)N(C)c2ccc3c(ncn3C)c2[N+](=O)[O-])cc1 was read as HT1080NT lethal -5%, DRD3 antagonist 0, KB-V1 cytotox 13%, IL1B secr inh 19, D3 ag -81, KB-3-1 cytotox 7%, GLP1R ag 4%, HT1080 IDH1KD tx -4% and SW480 rereplic 0%.
`CCN(CC)C(=O)C1CCCN(c2ccc([N+](=O)[O-])cc2/C=N/NC(=O)c2ccccc2)C1` (centres undefined) gave HT1080NT lethal 8%, DRD3 antagonist 7, KB-V1 cytotox 5%, IL1B secr inh -13, D3 ag 9, KB-3-1 cytotox 5%, GLP1R ag 8%, HT1080 IDH1KD tx 7% and SW480 rereplic -9%.
For COC(=O)c1cc(=O)nc(NN=Cc2ccc(C)cc2)s1 the results were HT1080NT lethal 19%, DRD3 antagonist -27, KB-V1 cytotox 3%, IL1B secr inh 32, D3 ag -7, KB-3-1 cytotox 4%, GLP1R ag -1% and HT1080 IDH1KD tx 19%.
For CC(C)[C@H](NC(=O)c1ccccc1)C(=O)OCC(=O)NCCc1ccc(F)cc1 the results were HT1080NT lethal 4%, DRD3 antagonist 14, KB-V1 cytotox 2%, IL1B secr inh 18, D3 ag 6, KB-3-1 cytotox 25%, GLP1R ag 2%, HT1080 IDH1KD tx 5% and SW480 rereplic -1%.
Screening CCCCCCCCCC[N+](C)(C)CC/C=C1/c2ccccc2Sc2ccc(Cl)cc21 returned HT1080NT lethal inconclusive, DRD3 antagonist -113*, KB-V1 cytotox -2%, IL1B secr inh -30, D3 ag -2, KB-3-1 cytotox -10%, GLP1R ag 2%, HT1080 IDH1KD tx inconclusive and SW480 rereplic -4%.
Screening COC(=O)CCC(=O)OC1(C)C(=O)C=C2C=C(C3CC3)N(c3ccccc3)C=C2C1=O (centres undefined) returned HT1080NT lethal 0%, DRD3 antagonist 0, KB-V1 cytotox -5%, IL1B secr inh -10, D3 ag -37, KB-3-1 cytotox -3%, GLP1R ag 5%, HT1080 IDH1KD tx 7% and SW480 rereplic 22%[9.22 µM].
Screening Cc1ccc(S(=O)(=O)NCc2cccnc2)cc1C returned HT1080NT lethal -3%, DRD3 antagonist 12, KB-V1 cytotox -2%, IL1B secr inh 34, D3 ag 3, KB-3-1 cytotox 7%, GLP1R ag -2%, HT1080 IDH1KD tx 2% and SW480 rereplic -3%.
Screening Cc1cccnc1NC(=O)c1ccc(Cl)c(S(=O)(=O)N2CCCCC2)c1 returned HT1080NT lethal -8%, DRD3 antagonist 13, KB-V1 cytotox -23%, IL1B secr inh 16, D3 ag -8, KB-3-1 cytotox -7%, GLP1R ag 2%, HT1080 IDH1KD tx -1% and SW480 rereplic -1%.
For COc1ccc(CC(CC(=O)O)C(=O)Nc2ccc(OC)cc2)cc1 (centres undefined) the results were HT1080NT lethal 0%, DRD3 antagonist 12, KB-V1 cytotox 1%, IL1B secr inh 0, D3 ag 0, KB-3-1 cytotox 10%, GLP1R ag -11%, HT1080 IDH1KD tx -7% and SW480 rereplic -7%.
`CCCCCCCCCCn1ccc(=N)cc1` gave HT1080NT lethal inconclusive, DRD3 antagonist 12, KB-V1 cytotox inconclusive, IL1B secr inh -95*, D3 ag 8, KB-3-1 cytotox 2.3µM*, GLP1R ag -27%, HT1080 IDH1KD tx 10µM* and SW480 rereplic 21µM*.

Screening data deposited in PubChem BioAssay by National Center for Advancing Translational Sciences (NCATS).

Not a hit list. About 12% of those tested had a hit in this group.
